RAD54 branch: inhibitors of human RAD54 branch migration, primary screen, biochemical, fluorescence, single point; RAD54 Holliday junction branch migration, FAM/BHQ fluorescence; inhibition, % at 10.4 µM; actives 0.14% (n = 360,000); AID 602329, 2012;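 active = mean normalized replicate activity at least 40 and at least half of replicates scoring 40 or more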;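 also: 0% = median of neutral control wells and 100% = median of positive control wells; inhibitors cause a drop in the FAM fluorescence signal; in these data hits start at about 50%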
E-selectin induc: E-selectin induction in HUVECs, primary screen, imaging, HUVEC, immunofluorescence imaging, single point. P16581. normalized: neutral wells 0, TNF-alpha wells 100. activation, % at 7.58 µM. actives 0.37% (n = 260,000);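 active = mean E-selectin-positive cell signal at least 10% of the positive control, reached in at least 60% of replicates, without over 20% cell loss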;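 also: in these data hits start at about 27%; measured in HUVEC primary endothelial cells; signal is the percent of cells scored E-selectin positive by PE staining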
Target sequence (P16581 whole entry, looked up): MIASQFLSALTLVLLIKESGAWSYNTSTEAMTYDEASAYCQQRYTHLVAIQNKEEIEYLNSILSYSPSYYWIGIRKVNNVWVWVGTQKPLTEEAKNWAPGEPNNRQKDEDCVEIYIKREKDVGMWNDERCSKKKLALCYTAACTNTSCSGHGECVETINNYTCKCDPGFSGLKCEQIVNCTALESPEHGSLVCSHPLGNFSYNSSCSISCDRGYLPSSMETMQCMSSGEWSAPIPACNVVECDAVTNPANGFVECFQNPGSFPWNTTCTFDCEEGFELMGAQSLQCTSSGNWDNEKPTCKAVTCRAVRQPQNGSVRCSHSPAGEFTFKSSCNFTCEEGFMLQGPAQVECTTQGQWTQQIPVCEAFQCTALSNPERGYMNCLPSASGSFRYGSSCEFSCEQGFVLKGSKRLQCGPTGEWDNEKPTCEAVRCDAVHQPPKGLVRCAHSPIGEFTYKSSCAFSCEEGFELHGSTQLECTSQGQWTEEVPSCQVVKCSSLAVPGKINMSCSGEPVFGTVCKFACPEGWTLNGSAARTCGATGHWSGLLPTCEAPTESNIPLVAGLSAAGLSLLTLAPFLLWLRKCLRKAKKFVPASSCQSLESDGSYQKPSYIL
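System: HUVEC / Compound: single concentration / Signal: immunofluorescence imaging / Read-out: percent E-selectin-positive cells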
esBAF inh: Bmi1 luciferase reporter increase in mESCs, primary screen, esBAF inhibitor project, mouse ES cells, Bmi1 luciferase knock-in, single point | 24 h; 100% = twice the neutral-well signal | reporter increase, % at 12.5 µM | actives 2% (n = 350,000) | AID 602393, 2012; in the data active = activation above about 40%;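 also: 0% = median of the plate's neutral control wells and 100% = double that signal; a rise in the Bmi1 reporter signal indicates esBAF inhibition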
EWS-Fli block: EWS/Fli-driven NR0B1 reporter inhibitors, primary screen, A673 cells, NR0B1 luciferase, luminescence, MLPCN library; viability-normalised; inhibition, % at 12.6 µM; actives 0.67% (n = 350,000);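 active = mean inhibition of at least 50% after viability correction, with every replicate also passing that limit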;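 also: firefly luciferase signal divided by Alamar Blue viability fluorescence both relative to DMSO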
FN deposition inh: inhibitors of fibronectin matrix deposition, primary screen, AH1F cells, Alexa488-fibronectin fluorescence, plate reader; AH1F fibroblasts, overnight; inhibition, % at 12.6 µM; actives 0.086% (n = 350,000);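 active = mean inhibition across replicates of 30% or more, regardless of how many single replicates reach that level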;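 also: positive control wells lacked labelled fibronectin entirely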
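test system = AH1F fibroblasts assembling fluorescent fibronectin matrix | quantity = 10000 AH1F cells per well | buffer or medium = DMEM plus 2% serum, read in PBS | doses = single dose, pinned | incubation = 1 h cell attachment, overnight exposure to compound and label | detection = fluorescence at 485 nm excitation, 525 nm emission | read-out basis = inhibition from reduced deposited-fibronectin fluorescence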
S100A4 MyoIIA: inhibitors of S100A4-myosin IIA peptide binding, primary screen, biochemical, fluorescence polarization, TAMRA-MyoIIA peptide; Protein S100-A4 (Homo sapiens), P26447; inhibition, % at 10.7 µM; actives 0.14% (n = 360,000); AID 652163, 2013;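 active = mean inhibition of at least 70% across replicates, with every replicate also reaching that level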
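Test system: S100A4 monomer protein. Medium: HEPES buffer with Ca2+, pH 7.2. Reagent: fluorescent myosin IIA peptide, 5 nM. Compound dosing: single-point compound testing. Timing: 5 min between mix addition and reading. Benchmarks: DMSO neutral and TFP positive wells.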
RAD52 anneal inh: RAD52 DNA annealing inhibitors, primary screen, biochemical, FRET, single point, set 2; inhibition, % at 18.7 µM; actives 0.46% (n = 360,000); recombinant RAD52 DNA annealing, FRET fluorescence; AID 651710, 2012;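 active = every replicate showing at least 50% inhibition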
Target sequence (P43351 whole entry, looked up): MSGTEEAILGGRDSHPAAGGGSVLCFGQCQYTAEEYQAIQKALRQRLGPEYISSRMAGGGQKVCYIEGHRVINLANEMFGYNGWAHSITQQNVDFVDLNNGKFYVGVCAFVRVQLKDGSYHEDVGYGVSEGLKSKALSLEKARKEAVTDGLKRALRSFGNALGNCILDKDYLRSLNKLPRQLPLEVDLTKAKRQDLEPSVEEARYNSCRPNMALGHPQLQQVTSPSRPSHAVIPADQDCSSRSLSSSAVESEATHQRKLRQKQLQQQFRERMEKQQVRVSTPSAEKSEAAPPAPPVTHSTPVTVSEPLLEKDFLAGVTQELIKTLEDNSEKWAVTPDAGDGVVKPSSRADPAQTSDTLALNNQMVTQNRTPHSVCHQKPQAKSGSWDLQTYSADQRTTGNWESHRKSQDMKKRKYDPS
XiGFP reactiv: activators of inactive X chromosome reactivation, primary screen, imaging, XiGFP fibroblasts, GFP high-content imaging, set 2; XiGFP mouse fibroblasts, % GFP-positive cells imaging, 3 d; cells co-treated with 5-aza-dC sensitizer; scaled so ellipticine positive control = 100%; actives 0.055% (n = 360,000); activation, % at 7.58 µM;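 active = mean normalized replicate activation at least 10% and every replicate at or above 10%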;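 also: 0% = median of on-plate neutral control wells and 100% = ellipticine 6 µM median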
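material = 68-5-11 XiGFP fibroblast line | medium = DMEM plus 5-aza-dC sensitizer | schedule = 3 days compound exposure | benchmarks = positive control ellipticine, 6 µM final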
Numbers without * were called inactive; . = no result given.

SMILES | RAD54 branch | E-selectin induc | esBAF inh | EWS-Fli block | FN deposition inh | S100A4 MyoIIA | RAD52 anneal inh | XiGFP reactiv
COc1ccc(CNC(=O)Cn2ccc(N)nc2=O)cc1 | 3 | 39* | 8 | -16 | 0 | -2 | -4 | 0.2
COc1ccc(CC(=O)OCC(=O)NC2CCCCC2)cc1OC | 11 | -0.1 | -2 | 7 | -5 | -2 | -9 | 0.1
COc1ccc2c3c([nH]c2c1)[C@@H](CO)N(C(=O)NC1CCCC1)CC31CCN(C(=O)Nc2cccc(F)c2)CC1 | . | 0.5 | . | 16 | . | 2 | 14 | 0.3
COc1ccc(-c2cc(C)no2)cc1S(=O)(=O)N(C)c1ccc(C)c(C)c1 | -4 | . | 1 | 3 | 13 | 4 | 1 | 0.2
CCc1ccc2[nH]c(=O)c(CN(CC3CCCO3)C(=S)NCc3ccco3)cc2c1 (stereo not given) | . | . | -5 | -17 | 7 | -3 | -12 | 0.0
COc1ccc(CNC(=O)C[C@@H]2CC[C@H]3[C@H](COc4ccc(NC(=O)C5CC5)cc4C(=O)N3C)O2)cc1 | 0 | 0.1 | 2 | 6 | 16 | -10 | -1 | 0.3
Cc1ccc(-c2nn(-c3cccc(F)c3)cc2CN2CCN(c3ccccn3)CC2)o1 | -1 | 5.3 | 6 | -1 | -10 | -5 | -54 | -0.1
C[C@@H]1CN([C@H](C)CO)C(=O)c2cccc(NC(=O)CCCCCC(=O)Nc3ccccc3N)c2O[C@@H]1CN(C)Cc1ccc(-c2ccccc2)cc1 | . | -0.2 | . | -2 | . | -11 | -34 | -0.4
O=C(N/N=C/c1cccc([N+](=O)[O-])c1)c1ccc(CN2CCOCC2)cc1 | -5 | . | . | -2 | -1 | -5 | -5 | 0.2
CCS(=O)(=O)Nc1ccc2c(c1)C(=O)N(C)C[C@H](OC)[C@H](C)CN(C(=O)COC)[C@@H](C)CO2 | 1 | -0.1 | -1 | -9 | -1 | -1 | 6 | 0.3
O=C(CCC1CCCC1)Nc1cccn(Cc2ccccc2Br)c1=O | 10 | . | . | -4 | -3 | 1 | -15 | -0.1
CC(C)(C)NC(=O)NC(=O)CN1CCCCCCC1 | . | . | . | -12 | . | 4 | -2 | -1.2
CC(C)NC(=O)N(C)C[C@H]1Oc2ccc(NC(=O)Nc3ccc(C(F)(F)F)cc3)cc2CC(=O)N([C@H](C)CO)C[C@H]1C | -2 | 0.1 | -1 | 7 | 4 | -4 | -15 | -0.9
COc1ccc(Cl)cc1NC(=O)C(C)N(C)Cc1cccc(Cl)c1Cl (stereo not given) | . | -0.9 | . | 8 | 1 | -5 | -1 | 0.3
CCOc1ccccc1NC(=O)CCS(=O)(=O)c1cccs1 | -1 | 0.1 | -1 | 2 | 1 | -1 | 4 | 0.2
COc1ccc(-n2c(SCC(=O)NCc3ccco3)nnc2-c2c[nH]c3ccccc23)cc1 | 6 | -1.5 | -3 | 13 | 3 | 5 | -9 | 0.0
COc1ccc(/C=C/C(=O)O)cc1S(=O)(=O)N1CCCCC1 | 4 | 2.3 | -5 | 3 | -3 | 7 | -7 | 0.5
CCOc1ccc(NC(=O)CC2Nc3ccccc3NC2=O)cc1 (stereo not given) | . | . | . | 1 | -4 | -24 | -7 | 0.2
Clc1ccc(-c2cn(-c3ccccc3)c3[n+]2CCS3)cc1 | . | . | -54 | 8 | 9 | 2 | -4 | 0.0
CCN1C[C@@H]2[C@@H]3C(=O)N(C)C(=O)[C@@H]3[C@](Cc3ccccc3)(C1=O)N2C(=O)c1ccccc1 | 1 | -0.1 | 0 | -1 | -2 | -2 | -14 | 0.0

Retrieved by structure from above, 2 records:
SMILES | RAD54 branch | E-selectin induc | esBAF inh | EWS-Fli block | FN deposition inh | S100A4 MyoIIA | RAD52 anneal inh | XiGFP reactiv
COc1ccc(CC(=O)OCC(=O)NC2CCCCC2)cc1OC | 11 | -0.1 | -2 | 7 | -5 | -2 | -9 | 0.1
Cc1ccc(-c2nn(-c3cccc(F)c3)cc2CN2CCN(c3ccccn3)CC2)o1 | -1 | 5.3 | 6 | -1 | -10 | -5 | -54 | -0.1

Next results.
SMILES | RAD54 branch | E-selectin induc | esBAF inh | EWS-Fli block | FN deposition inh | S100A4 MyoIIA | RAD52 anneal inh | XiGFP reactiv
CC(=O)Nc1c(Br)cc2c(c1Br)Cc1cc(Br)ccc1-2 | -4 | 0.8 | -3 | 10 | . | 0 | -6 | 0.2
CC(C)c1ccc(-n2nnnc2SCC(=O)NC2CC2)cc1 | -2 | . | 13 | -10 | 4 | -3 | -3 | 0.7
Cc1cc(OCC(=O)Nc2c(C(C)C)cccc2C(C)C)no1 | -5 | -1.7 | 10 | -4 | -7 | -11 | -28 | 0.0
CC1CCc2c(sc3nc4n(c(=O)c23)CCS4)C1 (stereo not given) | -11 | -0.7 | 46* | . | -2 | . | . | .
COc1ccccc1OCc1nc(C#N)c(N2CC(C)CC(C)C2)o1 (stereo not given) | 13 | 0.8 | -5 | -2 | -2 | -4 | -9 | 0.1
O=C(COC(=O)c1cc(Cl)ccc1[N+](=O)[O-])Nc1cccc2ccccc12 | . | 0.5 | . | 5 | 5 | 0 | 0 | 0.1
Cc1cc(C(=O)OCC(=O)NCCc2ccccc2)c2ccccc2n1 | -6 | . | -5 | 2 | 5 | -1 | -17 | -0.1
O=C(C[C@@H]1CC[C@@H]2[C@H](COC[C@H](O)CN2S(=O)(=O)c2ccc(Cl)cc2)O1)NCCN1CCCC1 | 3 | 0.1 | -3 | 2 | -12 | 6 | 28 | 0.0
COc1ccc(C(=O)N(C)C2CCCc3ccccc32)cc1OC1CCN(C(C)C)CC1 (stereo not given) | 5 | -1.5 | 9 | -5 | -2 | -7 | -7 | 0.1
Cc1ccc(S(=O)(=O)N(Cc2ccccc2)C(C)C)cc1 | -10 | 0.1 | 2 | 6 | -10 | -1 | -16 | 0.5
CCN(C(=O)Cc1cccs1)c1nnc(-c2cccnc2)s1 | -5 | . | 25 | . | 1 | -3 | -7 | .
O=C(c1ccc(Cl)c(S(=O)(=O)N2CCOCC2)c1)N1CCN(c2ccccc2F)CC1 | -8 | . | 0 | 14 | 17 | -3 | -2 | 0.1
COCC(=O)N(C)C[C@H]1Oc2cc(C#Cc3ccccc3)ccc2S(=O)(=O)N([C@H](C)CO)C[C@H]1C | 1 | -0.2 | 5 | -5 | -1 | 18 | -10 | 0.2
NC(=O)C1CCN(c2nc(-c3ccccc3Br)cs2)CC1 | . | 0.5 | . | -130 | -1 | 12 | -14 | 0.0
CC(=O)N1CCN(Cc2nc3cc([N+](=O)[O-])ccc3n2C)CC1 | -5 | . | 6 | -1 | 5 | 0 | -3 | 0.2
O=C(NCc1cccc(F)c1)C1CCC(=O)N(C2CCCC2)C1 (stereo not given) | -18 | . | 6 | 7 | -18 | -3 | 5 | 0.0
Cc1noc(C)c1S(=O)(=O)N(C)C[C@H]1Oc2ccc(NS(=O)(=O)c3cccs3)cc2CC(=O)N([C@@H](C)CO)C[C@H]1C | 1 | -0.2 | 4 | -11 | . | 12 | -6 | -1.1
CC(=O)NC1=NN(C(C)=O)C(C)(CCS(=O)(=O)c2ccc(Br)cc2)S1 (stereo not given) | -2 | 1.0 | . | -6 | 3 | 5 | -7 | 0.0
CCOC(=O)C1CCN(CC(=O)c2ccc(O)c(C)c2O)CC1 | -5 | . | 1 | . | 9 | -2 | -23 | 0.0
CC(CCN(C)C)OC(=O)c1ccc(C(C)c2ccccc2)o1 (stereo not given) | -4 | . | 4 | 4 | . | -2 | -1 | .
CC(NC(=O)c1ccc(Cl)c(S(=O)(=O)N2CCCCCC2)c1)c1cccnc1 (stereo not given) | 1 | -0.2 | 17 | 6 | -9 | -2 | -15 | 0.1
CCOCc1c(C(=O)NC2=Nc3ccccc3NC(CC)=C2C(=O)OCC)oc2ccccc12 | . | 2.2 | . | -8 | -3 | -4 | -21 | 0.3
COc1cccc(CNc2ccc(S(=O)(=O)N3CCN(C)CC3)cn2)c1 | -2 | 1.4 | 0 | 11 | -20 | -6 | -17 | 0.2
C#CC1c2ccccc2CCN1CC=C (stereo not given) | . | -0.1 | . | -5 | 4 | 4 | -4 | 0.5
COc1ccc(CCC(=O)Nc2nnc(C(F)(F)F)s2)cc1 | 1 | . | -10 | 11 | -3 | 6 | -8 | 0.2
COc1cc(NC(=O)N[C@@H](CCSC)C(=O)O)cc(OC)c1 | . | 1.4 | . | -8 | -11 | 14 | -7 | 0.0
CC(C)CC#Cc1cnc2c(c1)C(=O)N([C@H](C)CO)C[C@@H](C)[C@@H](CN(C)Cc1ccccn1)O2 | -30 | 0.2 | -4 | -5 | -4 | -2 | 1 | -1.2
O=C(Nc1cccc2ncccc12)c1cccc(Br)c1 | 7 | -0.3 | 4 | 12 | -3 | 4 | -4 | 0.2
CC(=O)c1ccc(Nc2cc(C)nc3c(C)cccc23)cc1 | 2 | . | 11 | 43 | -9 | -16 | -20 | 1.0
CCCN(C)C[C@@H]1Oc2ncc(C#CC3CC3)cc2C(=O)N([C@H](C)CO)C[C@@H]1C | . | 0.2 | -3 | -2 | 1 | . | . | -0.6
O=C(/C=C/c1ccc(F)cc1)NC(=S)NC1CCCCC1 | . | 12 | . | 1 | -16 | -2 | -12 | 0.0
COCC(=O)Nc1ccc2c(c1)C(=O)N(C)C[C@H](OC)[C@@H](C)CN(Cc1ccccc1)[C@H](C)CO2 | 2 | -0.1 | 4 | 1 | 13 | 6 | -1 | 0.1
Cc1ccc(C(=O)CCC(=O)OCC(=O)Nc2ccc3[nH]c(=O)[nH]c3c2)cc1 | 9 | . | -3 | 2 | . | 3 | -11 | 0.0
Cc1ccc(S(=O)(=O)NCC(=O)Nc2ccc3c(c2)OCCO3)cc1 | 6 | . | -7 | 2 | -3 | -4 | -20 | .
CCN(CC)S(=O)(=O)c1ccc(N2CCN(CCOc3ccc(OC)cc3)CC2)nc1 | 9 | 0.0 | 9 | 33 | 1 | 4 | -12 | 0.4
COC(=O)c1ccc(NC(=O)CSCC(=O)OCC(=O)c2ccc(Br)cc2)cc1 | -9 | -0.2 | 5 | . | -9 | . | . | .

Record cards, as listed above:
Profile of O=C(Nc1cccc2ncccc12)c1cccc(Br)c1 = RAD54 branch: 7; E-selectin induc: -0.3; esBAF inh: 4; EWS-Fli block: 12; FN deposition inh: -3; S100A4 MyoIIA: 4; RAD52 anneal inh: -4; XiGFP reactiv: 0.2
Profile of O=C(/C=C/c1ccc(F)cc1)NC(=S)NC1CCCCC1 = RAD54 branch: .; E-selectin induc: 12; esBAF inh: .; EWS-Fli block: 1; FN deposition inh: -16; S100A4 MyoIIA: -2; RAD52 anneal inh: -12; XiGFP reactiv: 0.0
Profile of COc1cc(NC(=O)N[C@@H](CCSC)C(=O)O)cc(OC)c1 = RAD54 branch: .; E-selectin induc: 1.4; esBAF inh: .; EWS-Fli block: -8; FN deposition inh: -11; S100A4 MyoIIA: 14; RAD52 anneal inh: -7; XiGFP reactiv: 0.0

High-throughput results as filed in PubChem BioAssay.
